Casp6 inh – blocks human caspase-6 cleavage activity. purified caspase-6, Z-VEID-R110 cleavage fluorescence. inhibition, % at 12.5 µM. 350,000 tested, 0.53% active. P55212;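 active = mean inhibition across replicates at least about 35%, with every replicate also reaching that limit, limit read from the data; inconclusive = only one of the two criteria met; inactive = neither criterion met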;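 note: 0% = median of neutral control wells and 100% = no fluorescence left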
Target sequence (P55212 24-179 limits assumed): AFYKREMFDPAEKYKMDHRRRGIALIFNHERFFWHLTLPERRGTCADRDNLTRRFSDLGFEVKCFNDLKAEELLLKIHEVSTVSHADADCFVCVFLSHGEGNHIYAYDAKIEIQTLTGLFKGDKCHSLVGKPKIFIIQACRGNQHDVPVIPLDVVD
Target sequence (P55212 194-293 limits assumed): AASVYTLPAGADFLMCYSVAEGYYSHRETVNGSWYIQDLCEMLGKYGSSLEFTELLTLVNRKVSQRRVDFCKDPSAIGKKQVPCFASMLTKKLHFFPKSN
Xi reactivation – X-chromosome reactivation activator; AID 743238; activation, % at 7.58 µM; 360,000 tested, 0.055% active; XiGFP mouse fibroblasts, % GFP-positive cells imaging, 3 d; cells co-treated with 5-aza-dC sensitizer; scaled so ellipticine positive control = 100%;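 active = mean normalized replicate activation at least 10% and every replicate at or above 10%; inconclusive = only one of the two criteria met; inactive = mean below 10% and not all replicates reach 10%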;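 note: 0% = median of on-plate neutral control wells and 100% = ellipticine 6 µM median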
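assay system = SV40-immortalized XiGFP fibroblast cells, line 68-5-11 | buffer or medium = DMEM plus 5-aza-dC sensitizer | doses = single-point pinned compound dosing | times = 3-day compound exposure, then 15 min fixation at room temperature | benchmarks = positive control ellipticine, 6 µM final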
E-selectin induc – E-selectin induction on HUVECs. P16581. activation, % at 7.58 µM. 260,000 tested, 0.37% active. AID 686992. HUVEC E-selectin immunofluorescence imaging; normalized: neutral wells 0, TNF-alpha wells 100;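 active = mean E-selectin-positive cell signal at least 10% of the positive control, reached in at least 60% of replicates, without over 20% cell loss; inconclusive = no rule given, readout overlaps actives, possibly toxicity-flagged; inactive = the rest, including those meeting only one limit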;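 note: in these data hits start at about 27%; measured in HUVEC primary endothelial cells; signal is the percent of cells scored E-selectin positive by PE staining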
Target sequence (P16581 whole entry, looked up): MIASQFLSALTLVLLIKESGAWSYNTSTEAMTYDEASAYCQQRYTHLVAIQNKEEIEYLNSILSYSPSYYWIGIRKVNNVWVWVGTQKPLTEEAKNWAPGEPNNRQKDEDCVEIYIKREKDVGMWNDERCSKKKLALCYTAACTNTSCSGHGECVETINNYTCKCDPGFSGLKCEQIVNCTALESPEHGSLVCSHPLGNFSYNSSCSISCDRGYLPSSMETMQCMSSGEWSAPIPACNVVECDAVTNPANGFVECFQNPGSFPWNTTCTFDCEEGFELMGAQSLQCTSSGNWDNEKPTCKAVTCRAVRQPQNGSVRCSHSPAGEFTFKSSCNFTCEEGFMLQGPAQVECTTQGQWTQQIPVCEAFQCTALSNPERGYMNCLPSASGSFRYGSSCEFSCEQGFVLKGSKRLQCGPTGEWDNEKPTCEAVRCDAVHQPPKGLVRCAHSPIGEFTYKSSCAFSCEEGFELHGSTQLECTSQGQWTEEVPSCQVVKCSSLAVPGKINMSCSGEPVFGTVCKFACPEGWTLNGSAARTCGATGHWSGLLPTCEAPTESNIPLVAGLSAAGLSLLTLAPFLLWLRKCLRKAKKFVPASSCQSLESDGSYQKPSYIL
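Read-out: % PE-positive cells | Test system: HUVEC | Doses: One compound dose added by pin transfer | Buffer or medium: EGM-2 over gelatin coat | Signal: Immunofluorescence imaging | Benchmarks: TNF-alpha, DMSO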
RAD54 branch – blocks human RAD54 Holliday junction branch migration; inhibition, % at 10.4 µM; FAM/BHQ fluorescence; 360,000 tested, 0.14% active; Q92698;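 active = mean normalized replicate activity at least 40 and at least half of replicates scoring 40 or more; inconclusive = only one of the two criteria met; inactive = mean below 40 and under half of replicates reaching 40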;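 note: 0% = median of neutral control wells and 100% = median of positive control wells; inhibitors cause a drop in the FAM fluorescence signal; in these data hits start at about 50%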
GSIS activator – primary screen for activators of insulin secretion dependent on glucose, INS-1E cells, GLuc reporter luminescence. INS-1E GLuc reporter insulin secretion, 2-3 h. activation, % at 16.6 µM. 370,000 tested, 0.61% active;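 active = lowest replicate activation of at least 40%, so every replicate reaches that level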;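 note: 0% = median of neutral control wells and 100% = median of IBMX positive control wells; some compounds called inactive have numbers as strong as hits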
DENV2 CPE rescue – protects cells from dengue virus 2 cytopathic effect; DENV2-infected cells, cytopathic effect rescue, plate reader; CPE inhibition, % at 9.99 µM; 350,000 tested, 1.7% active; AID 651640; in the data active = CPE inhibition above about 20%, passing the limit was not always enough; inconclusive = no clear call, values can overlap the other calls; tested in BHK-21 cells;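 note: 0% = median of neutral control wells and 100% = median of positive control wells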
CFTR F508del cor – correctors of CFTR F508del function in bronchial epithelial cells; CFBE cells, YFP halide quenching; stimulated with forskolin plus potentiator P3; % fluorescence drop versus neutral controls; activity (quench increase), % at 7.58 µM; 350,000 tested, 0.36% active;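 active = mean added fluorescence quench of at least 8% versus neutral control, with both replicates also reaching 8%; inconclusive = only one of the mean or replicate conditions met; inactive = mean below 8% and not both replicates reaching 8%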;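 note: cells transiently co-express mutant CFTR-F508del with the halide-sensitive YFP; corrector assay measuring rescue of mutant channel to the surface after 24 h compound exposure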
RAD52 anneal inh – RAD52 (human) annealing inhibition; AID 651710; 360,000 tested, 0.46% active; inhibition, % at 18.7 µM; recombinant RAD52 DNA annealing, FRET fluorescence; P43351;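 active = every replicate showing at least 50% inhibition; inconclusive = mean inhibition at least 50% but not in every replicate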
* hit, by the source's call; ? = inconclusive; / = no result given.

Short keys: A = Casp6 inh; B = Xi reactivation; C = E-selectin induc; D = RAD54 branch; E = GSIS activator; F = DENV2 CPE rescue; G = CFTR F508del cor; H = RAD52 anneal inh
#1 CN(C(=O)c1cccc(NC(=O)Cc2ccc(NC(=O)C3CCN(C(=O)C4CCCCC4)CC3)cc2)c1)C1CCCCC1
  A = 1.4 | B = 0.2 | C = -0.3 | D = -1.0 | E = -11.1 | F = 1.2 | G = -2.2 | H = 15.5

#2 CCn1c(Cc2ccccc2)nnc1SCC(=O)NC1CCCC1
  A = -2.8 | B = 0.0 | C = 4.8 | D = 2.1 | E = 4.7 | F = -0.1 | G = 0.4 | H = -6.9

#3 CC(C)C[C@H]1CN([C@@H](Cc2ccccc2)CN2CCC[C@@H]2CN2C(=O)C(=O)NC[C@@H]2Cc2ccccc2)C(=O)C(=O)N1CCc1ccccc1
  A = 1.3 | B = 0.0 | C = -0.2 | D = -3.9 | E = -12.6 | F = 13.3 | G = -3.3 | H = -1.0

#4 COc1ccc(S(=O)(=O)N2CCN(c3nn(C)c(=O)n(C)c3=O)CC2)cc1
  A = 0.0 | B = 0.0 | C = 0.0 | D = 0.7 | E = -1.9 | F = 4.4 | G = -0.9 | H = -20.9

#5 COc1nc(C)cc(C)c1S(=O)(=O)c1ccccc1C
  A = 2.8 | B = 0.2 | C = / | D = / | E = 0.9 | F = -7.3 | G = 2.2 | H = 7.0

#6 CCCCOc1cccc(C2C(C(=O)c3ccc(C)o3)=C(O)C(=O)N2c2nnc(C)s2)c1 (centres undefined)
  A = 10.1 | B = -0.1 | C = -0.2 | D = -37.1 | E = 13.5 | F = 7.8 | G = 3.4 | H = -107.2

#7 Cc1cccc([C@@H]2[C@@H]3C(=O)N(Cc4ccccc4)C(=O)[C@@H]3[C@]3(CC(C)C)C(=O)N(c4cccc(Cl)c4)C(=O)N23)c1
  A = 0.8 | B = 0.0 | C = / | D = 10.4 | E = 2.6 | F = -7.1 | G = 3.2 | H = 4.2

#8 COc1ccc(N2CCN(CC(O)COc3c(OC)cccc3OC)CC2)cc1 (centres undefined)
  A = 0.9 | B = 0.0 | C = / | D = -3.3 | E = -12.2 | F = 1.2 | G = -2.2 | H = -5.6

#9 Cn1cnc(S(=O)(=O)N[C@@H]2CC[C@@H](CC(=O)NCC3CC3)O[C@H]2CO)c1
  A = -1.6 | B = 0.3 | C = -0.5 | D = 0.7 | E = 8.2 | F = -3.9 | G = 1.1 | H = -8.0

#10 NS(=O)(=O)c1ccc(-c2ccc(/C=C3\SC(=S)N(C4CCS(=O)(=O)C4)C3=O)o2)cc1 (centres undefined)
  A = 12.3 | B = -0.3 | C = -0.1 | D = / | E = -18.2 | F = 8.6 | G = 1.1 | H = -69.5

Rewritten with one line to a screen: 2 of the compounds above
1. CN(C(=O)c1cccc(NC(=O)Cc2ccc(NC(=O)C3CCN(C(=O)C4CCCCC4)CC3)cc2)c1)C1CCCCC1
2. CCn1c(Cc2ccccc2)nnc1SCC(=O)NC1CCCC1
compound no.,1,2
Casp6 inh,1.4,-2.8
Xi reactivation,0.2,0.0
E-selectin induc,-0.3,4.8
RAD54 branch,-1.0,2.1
GSIS activator,-11.1,4.7
DENV2 CPE rescue,1.2,-0.1
CFTR F508del cor,-2.2,0.4
RAD52 anneal inh,15.5,-6.9

8 entries from above, sorted by count of non-hydrogen atoms, smallest number first:
Short keys: A = Casp6 inh; B = Xi reactivation; C = E-selectin induc; D = RAD54 branch; E = GSIS activator; F = DENV2 CPE rescue; G = CFTR F508del cor; H = RAD52 anneal inh
#5 COc1nc(C)cc(C)c1S(=O)(=O)c1ccccc1C
  A = 2.8 | B = 0.2 | C = / | D = / | E = 0.9 | F = -7.3 | G = 2.2 | H = 7.0

#9 Cn1cnc(S(=O)(=O)N[C@@H]2CC[C@@H](CC(=O)NCC3CC3)O[C@H]2CO)c1
  A = -1.6 | B = 0.3 | C = -0.5 | D = 0.7 | E = 8.2 | F = -3.9 | G = 1.1 | H = -8.0

#4 COc1ccc(S(=O)(=O)N2CCN(c3nn(C)c(=O)n(C)c3=O)CC2)cc1
  A = 0.0 | B = 0.0 | C = 0.0 | D = 0.7 | E = -1.9 | F = 4.4 | G = -0.9 | H = -20.9

#10 NS(=O)(=O)c1ccc(-c2ccc(/C=C3\SC(=S)N(C4CCS(=O)(=O)C4)C3=O)o2)cc1 (centres undefined)
  A = 12.3 | B = -0.3 | C = -0.1 | D = / | E = -18.2 | F = 8.6 | G = 1.1 | H = -69.5

#6 CCCCOc1cccc(C2C(C(=O)c3ccc(C)o3)=C(O)C(=O)N2c2nnc(C)s2)c1 (centres undefined)
  A = 10.1 | B = -0.1 | C = -0.2 | D = -37.1 | E = 13.5 | F = 7.8 | G = 3.4 | H = -107.2

#7 Cc1cccc([C@@H]2[C@@H]3C(=O)N(Cc4ccccc4)C(=O)[C@@H]3[C@]3(CC(C)C)C(=O)N(c4cccc(Cl)c4)C(=O)N23)c1
  A = 0.8 | B = 0.0 | C = / | D = 10.4 | E = 2.6 | F = -7.1 | G = 3.2 | H = 4.2

#1 CN(C(=O)c1cccc(NC(=O)Cc2ccc(NC(=O)C3CCN(C(=O)C4CCCCC4)CC3)cc2)c1)C1CCCCC1
  A = 1.4 | B = 0.2 | C = -0.3 | D = -1.0 | E = -11.1 | F = 1.2 | G = -2.2 | H = 15.5

#3 CC(C)C[C@H]1CN([C@@H](Cc2ccccc2)CN2CCC[C@@H]2CN2C(=O)C(=O)NC[C@@H]2Cc2ccccc2)C(=O)C(=O)N1CCc1ccccc1
  A = 1.3 | B = 0.0 | C = -0.2 | D = -3.9 | E = -12.6 | F = 13.3 | G = -3.3 | H = -1.0

Individual results from the entries so far.
cpd 10 in Casp6 inh has 12.3
cpd 7 in Xi reactivation has 0.0

Next section.
Short keys: A = Casp6 inh; B = Xi reactivation; C = E-selectin induc; D = RAD54 branch; E = GSIS activator; F = DENV2 CPE rescue; G = CFTR F508del cor; H = RAD52 anneal inh
#11 COc1ccc(OC)c(NC(=O)CSc2nc(N)c(-c3ccccc3)c(=O)[nH]2)c1
  A = 2.8 | B = / | C = / | D = -0.5 | E = -7.0 | F = / | G = / | H = -1.3

#12 CN(C)CCC(=O)N1c2ccccc2Sc2ccc(C(F)(F)F)cc21
  A = -1.4 | B = 0.2 | C = / | D = 4.3 | E = / | F = 6.1 | G = / | H = -9.0

#13 Cn1c(NCCc2ccncc2)nc2cc(-c3ccsc3)sc2c1=O
  A = 3.3 | B = -0.1 | C = 3.8 | D = 2.8 | E = -1.2 | F = -4.6 | G = 0.9 | H = 0.8

#14 Cc1cc(C)n2c(Nc3c(C)cccc3C)c(-c3ccccn3)nc2n1
  A = -1.7 | B = 0.1 | C = -0.1 | D = / | E = -14.1 | F = -9.1 | G = -3.0 | H = -64.4

#15 C[C@@H]1CCCCO[C@H](CN(C)Cc2ccc3c(c2)OCO3)[C@@H](C)CN([C@H](C)CO)C(=O)c2cc(NC(=O)Nc3ccc4c(c3)OCO4)ccc2O1
  A = -1.0 | B = 0.4 | C = / | D = -3.3 | E = -18.7 | F = -8.5 | G = 3.0 | H = 23.1

#16 CCCNC(=O)Nc1ccc2c(c1)OC[C@@H](C)N(C(=O)C1CC1)C[C@H](C)[C@@H](OC)CN(C)C2=O
  A = 11.7 | B = -0.5 | C = 0.3 | D = -4.2 | E = 0.2 | F = ? | G = 1.5 | H = 14.1

#17 Cc1ccc(CNC(=O)C2CCC(=O)N(Cc3cccc(F)c3)C2)s1 (centres undefined)
  A = 0.5 | B = 0.1 | C = 0.0 | D = -0.1 | E = 7.5 | F = 10.2 | G = -1.2 | H = 0.2

#18 O=C(Nc1nnc(-c2ccccc2Cl)s1)c1ccccc1F
  A = -0.2 | B = 0.0 | C = -0.1 | D = -2.2 | E = -6.5 | F = -1.1 | G = 5.6 | H = -5.6

#19 COc1ccc(C[C@](C)(N)C(=O)O)cc1OC
  A = -0.8 | B = 0.0 | C = -2.1 | D = -6.0 | E = / | F = 3.0 | G = -0.6 | H = -5.9

#20 CCN(CC)C(=O)COc1ccc(/C(C)=N/NC(=O)c2ccccc2-n2cccc2)cc1
  A = 1.8 | B = 0.0 | C = 0.9 | D = 6.0 | E = -15.2 | F = -13.1 | G = -0.4 | H = 4.6

(more compounds)
Short keys: A = Casp6 inh; B = Xi reactivation; C = E-selectin induc; D = RAD54 branch; E = GSIS activator; F = DENV2 CPE rescue; G = CFTR F508del cor; H = RAD52 anneal inh
#21 C[C@@H]1CCCCO[C@@H](CN(C)C(=O)c2ccncc2)[C@H](C)CN([C@@H](C)CO)C(=O)c2cc(N(C)C)ccc2O1
  A = -2.2 | B = 0.4 | C = 0.0 | D = -13.0 | E = 0.7 | F = 10.6 | G = 2.6 | H = -39.7

#22 COc1ccccc1OCCn1nnc2ccccc21
  A = -2.3 | B = 0.0 | C = -0.2 | D = -1.9 | E = 1.5 | F = 16.9 | G = 2.6 | H = -10.0

#23 COc1cccc(-c2ncc3ccccc3c2COC(=O)c2ccccc2C(=O)O)c1
  A = 1.5 | B = 0.0 | C = 0.1 | D = -1.1 | E = -4.8 | F = -5.0 | G = -4.3 | H = -9.3

#24 CC(C)Nc1nc(-c2ccccc2)nnc1-c1ccccc1
  A = -4.8 | B = 0.2 | C = 2.6 | D = / | E = 5.0 | F = -1.5 | G = 4.0 | H = -11.7

#25 COC(=O)/C=C1\SC(=NC(=O)c2ccc(C)cc2)NC1=O
  A = 0.8 | B = 0.1 | C = / | D = / | E = -21.7 | F = 4.6 | G = -0.7 | H = -17.0

#26 CC1CCN(S(=O)(=O)c2ccc3c(c2)oc(=O)n3C)CC1
  A = -1.6 | B = 0.0 | C = / | D = 4.3 | E = 5.0 | F = 4.1 | G = -0.9 | H = -25.4

#27 CCOC(=O)c1sc(=NC(=O)c2ccccc2Br)n(C)c1C
  A = -2.7 | B = 0.4 | C = / | D = -4.3 | E = / | F = 2.2 | G = 1.1 | H = -2.4

#28 Cc1cccc(S(=O)(=O)N2C[C@@H](O)COC[C@@H]3O[C@@H](CC(=O)NCc4ccc5c(c4)OCO5)CC[C@H]32)c1
  A = -3.6 | B = 0.2 | C = 0.0 | D = 0.6 | E = 3.4 | F = -3.6 | G = 1.1 | H = -0.3

#29 COCCN(C(=O)CSc1nc2ccc(OC)cc2[nH]1)c1c(N)n(Cc2ccccc2)c(=O)[nH]c1=O
  A = 8.6 | B = -0.1 | C = 0.1 | D = / | E = 14.0 | F = ? | G = 1.0 | H = -11.2

#30 O=C(CCN1C(=O)/C(=C/c2ccccc2)SC1=S)N1CCCCCC1
  A = 2.1 | B = 0.1 | C = / | D = -0.5 | E = -32.3 | F = 2.2 | G = 2.0 | H = -52.7

#31 C=CCNc1c2c(nc3ncnn13)CC(C)CC2 (centres undefined)
  A = -1.2 | B = 0.1 | C = / | D = -10.7 | E = 25.5 | F = 0.7 | G = -2.6 | H = -8.1

#32 CC(CCc1ccccc1)NC(=O)CCC(=O)N1CCC(C(=O)O)CC1 (centres undefined)
  A = 0.3 | B = 0.0 | C = 0.1 | D = 6.4 | E = -0.8 | F = -2.6 | G = 0.1 | H = -3.1

Assay outcomes deposited in PubChem BioAssay by Broad Institute.
